# Screening results as filed in PubChem.
# PGC1a acetyl inh – PGC1a acetylation modulation, inhibitor mode. U2OS PGC1a acetylation, AlphaScreen anti-acetyl-lysine; with virally co-expressed GCN5 acetyltransferase. inhibition, % at 15.6 µM. 350,000 tested, 0.17% active. AID 651687;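 active = every replicate shows inhibition of at least 40%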;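 note: 0% = neutral control wells and 100% = positive control wells; some results beyond the cut were filed as inactive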
# E-selectin induc – E-selectin induction on HUVECs | P16581 | HUVEC E-selectin immunofluorescence imaging; normalized: neutral wells 0, TNF-alpha wells 100 | activation, % at 7.58 µM | 260,000 tested, 0.37% active | AID 686992;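 active = mean E-selectin-positive cell signal at least 10% of the positive control, reached in at least 60% of replicates, without over 20% cell loss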;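 note: in these data hits start at about 27%; measured in HUVEC primary endothelial cells; signal is the percent of cells scored E-selectin positive by PE staining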
#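 Test system: HUVEC | Signal: Immunofluorescence imaging | Read-out: Percent E-selectin-positive cells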
# ERAP1 HTS inh – blocks human ERAP1 aminopeptidase activity | Q9NZ08 | recombinant ERAP1, Leu-AMC fluorescence, 60 min | inhibition, % at 10.7 µM | 340,000 tested, 0.15% active | AID 652197;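 active = mean replicate inhibition of at least 30%, or all replicates individually reaching that 30% level; inactive = mean below 30% and not every replicate reaching it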;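 note: 0% = neutral control wells and 100% = L-leucinethiol positive control wells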
# PglD inh – inhibitors of Campylobacter jejuni PglD acetyltransferase. purified PglD enzyme, DTNB colorimetric CoA detection. inhibition, % at 12.5 µM. 360,000 tested, 0.098% active; in the data active = inhibition above about 16%, passing the limit was not always enough; note: strong numbers were not always called active
# RAD54 branch – RAD54 (human) branch migration inhibition. Q92698. RAD54 Holliday junction branch migration, FAM/BHQ fluorescence. 360,000 tested, 0.14% active. inhibition, % at 10.4 µM;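 active = mean normalized replicate activity at least 40 and at least half of replicates scoring 40 or more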;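 note: 0% = median of neutral control wells and 100% = median of positive control wells; inhibitors cause a drop in the FAM fluorescence signal; in these data hits start at about 50%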
# RAD52 anneal inh – RAD52 (human) annealing inhibition; inhibition, % at 18.7 µM; 360,000 tested, 0.46% active; recombinant RAD52 DNA annealing, FRET fluorescence; AID 651710;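 active = every replicate showing at least 50% inhibition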
# Target sequence (P43351 whole entry, looked up): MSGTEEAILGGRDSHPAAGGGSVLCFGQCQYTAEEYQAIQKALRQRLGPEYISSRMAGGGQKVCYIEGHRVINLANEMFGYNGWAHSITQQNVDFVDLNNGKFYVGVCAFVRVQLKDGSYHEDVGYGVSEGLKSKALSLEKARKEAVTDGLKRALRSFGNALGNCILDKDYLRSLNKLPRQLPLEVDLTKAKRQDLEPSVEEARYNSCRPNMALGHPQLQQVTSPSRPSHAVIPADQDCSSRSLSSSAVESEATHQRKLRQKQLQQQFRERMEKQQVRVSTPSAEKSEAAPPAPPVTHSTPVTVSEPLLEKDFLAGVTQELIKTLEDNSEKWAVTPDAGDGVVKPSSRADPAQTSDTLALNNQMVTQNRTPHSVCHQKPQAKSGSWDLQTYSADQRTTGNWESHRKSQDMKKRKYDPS
# miR122 inh – blocks miR-122 activity in Huh7 sensor cells | activation (reporter increase), % at 12.5 µM | 340,000 tested, 0.3% active | Huh7 miR-122 Renilla luciferase sensor, 48 h; neutral wells = 0, positive control = 100;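 active = mean replicate activation score at least 90 and every replicate individually at or above 90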;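 note: higher luciferase means less miR-122 activity so hits act as miR-122 inhibitors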
# Cneo AK release – Cryptococcus neoformans lysis via adenylate kinase release; AID 651654; 360,000 tested, 0.2% active; lysis activity, % at 15 µM; C. neoformans lysis, adenylate kinase release luminescence, 4 h; normalised: neutral wells 0, clomiphene wells 100;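 active = mean lysis activity across replicates of at least 80%, whatever share of replicates individually reach that level; inactive = mean lysis activity below 80%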
#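 Assay system: Cryptococcus neoformans yeast cells / Dosing: single-point compound dose / Timing: 4 h at 37 °C static, read 1 h later / Measured by: luminescence of released adenylate kinase using an AK detection reagent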
# Starred values were filed as active, the others as inactive; / = no result given; [ ] = remark or other dose.
(1) O=C(OCC(=O)N(CCc1ccccc1)Cc1ccccc1)c1cccc(O)c1
(2) CC(=O)Nc1c(C)nn(C(C)=O)c1C
(3) O=c1[nH]c(CN2CCc3ccccc3C2)nc2ccccc12
(4) COCC(=O)N(C)C[C@H]1Oc2cc(-c3cccc(F)c3)ccc2S(=O)(=O)N([C@H](C)CO)C[C@@H]1C
(5) CCOC(=O)c1c(C)n(C)c2cc(Br)c(C(=O)OC)cc12
(6) COc1ccc(/C=C(\C#N)C(=O)c2c(C)[nH]c3ccccc23)cc1OC
(7) O=C(NNC1=C(C(=O)C(F)(F)F)CCC1)c1cccc(O)c1
(8) CC(Oc1ccc(Cl)cc1Cl)C(=O)NCCCN(C)C (configuration not stated)
assay / entry	1	2	3	4	5	6	7	8
PGC1a acetyl inh	-8	-12	-4	4	-11	-3	4	/
E-selectin induc	-0.4	/	/	1.0	/	/	/	/
ERAP1 HTS inh	0	/	/	0	/	/	/	10
PglD inh	4	3	-3	-1	-2	-13	-1	-5
RAD54 branch	4	4	-13	3	0	6	-4	-4
RAD52 anneal inh	-33	/	/	-7	/	/	/	15
miR122 inh	1	-3	0	1[16.7 µM]	-7	-9	0	-7
Cneo AK release	5	-7	-2	6	1	0	-2	0

# Seven entries from above, with two lines to a compound:
# Fields: PGC1a acetyl inh, E-selectin induc, ERAP1 HTS inh, PglD inh, RAD54 branch, RAD52 anneal inh, miR122 inh, Cneo AK release
[2] CC(=O)Nc1c(C)nn(C(C)=O)c1C
 : -12, /, /, 3, 4, /, -3, -7
[3] O=c1[nH]c(CN2CCc3ccccc3C2)nc2ccccc12
 : -4, /, /, -3, -13, /, 0, -2
[4] COCC(=O)N(C)C[C@H]1Oc2cc(-c3cccc(F)c3)ccc2S(=O)(=O)N([C@H](C)CO)C[C@@H]1C
 : 4, 1.0, 0, -1, 3, -7, 1[16.7 µM], 6
[5] CCOC(=O)c1c(C)n(C)c2cc(Br)c(C(=O)OC)cc12
 : -11, /, /, -2, 0, /, -7, 1
[6] COc1ccc(/C=C(\C#N)C(=O)c2c(C)[nH]c3ccccc23)cc1OC
 : -3, /, /, -13, 6, /, -9, 0
[7] O=C(NNC1=C(C(=O)C(F)(F)F)CCC1)c1cccc(O)c1
 : 4, /, /, -1, -4, /, 0, -2
[8] CC(Oc1ccc(Cl)cc1Cl)C(=O)NCCCN(C)C (configuration not stated)
 : /, /, 10, -5, -4, 15, -7, 0
